HT1080 IDH1KD tx: kills HT-1080 cells with IDH1 knockdown; actives 2% (n = 360,000); HT-1080 IDH1 knockdown viability, ATP luminescence, 48 h; Potency, µM (series often up to 46.1 µM), for inactives: top-dose activity, negative = toxicity, actives largely listed as cytotoxic;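 also: 0% = DMSO wells and -100% = cell-free medium wells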
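Cytotoxicity counter-line: IDH1KD HT-1080, 48 h, CellTiter-Glo. Curves classed by r2, magnitude and activity.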
KB-3-1 cytotox: KB-3-1 parental cell cytotoxicity | KB-3-1 viability, CellTiter-Glo ATP luminescence, 72 h | Potency, µM (doses to about 46.1 µM), for inactives: at the highest dose activity change, negative = cytotoxic, most hits filed as cytotoxic | actives 1.4% (n = 400,000) | AID 1347075; also: % is scaled to controls: 0 for no effect and ±100 for the full control effect; nearly all actives have a fitted effect of over 60% in size
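KB-3-1 cells, DMEM (no phenol red) + 10% FBS; compound by pin transfer, 72 h, 37 °C. Readout: CellTiter-Glo luminescence after 10 min. Data normalized, curve-fitted.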
TDP43 rescue: TDP-43 toxicity inhibition in yeast | TDP-43 expressing yeast growth rescue, BacTiter-Glo, 24 h | Potency, µM (top dose mostly 46.1 µM), for inactives: top-dose growth rescue (activation), hits mostly activators | actives 1.8% (n = 410,000); also: % of control where 0% means no effect; nearly all actives have a fitted effect of over 50% in size
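Readout is BacTiter-Glo luminescence of cell growth, so inhibitors register as activators. TDP-43-expressing yeast at OD600=0.02 in galactose medium, after raffinose pregrowth to mid-log, were incubated with compound for 24 hr at 30 deg C.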
GLP1R ag: GLP-1 receptor (human) agonism; P43220; HEK293 GLP-1R CRE-luciferase, luminescence, 4-6 h; cells express a hypersensitive GLP-1R form; Potency, µM (doses to about 45.6 µM), for inactives: at the highest dose activation, most hits filed as activators; actives 0.007% (n = 380,000); AID 624172; also: % of control where 0% means no effect
Target sequence (P43220 whole entry, looked up): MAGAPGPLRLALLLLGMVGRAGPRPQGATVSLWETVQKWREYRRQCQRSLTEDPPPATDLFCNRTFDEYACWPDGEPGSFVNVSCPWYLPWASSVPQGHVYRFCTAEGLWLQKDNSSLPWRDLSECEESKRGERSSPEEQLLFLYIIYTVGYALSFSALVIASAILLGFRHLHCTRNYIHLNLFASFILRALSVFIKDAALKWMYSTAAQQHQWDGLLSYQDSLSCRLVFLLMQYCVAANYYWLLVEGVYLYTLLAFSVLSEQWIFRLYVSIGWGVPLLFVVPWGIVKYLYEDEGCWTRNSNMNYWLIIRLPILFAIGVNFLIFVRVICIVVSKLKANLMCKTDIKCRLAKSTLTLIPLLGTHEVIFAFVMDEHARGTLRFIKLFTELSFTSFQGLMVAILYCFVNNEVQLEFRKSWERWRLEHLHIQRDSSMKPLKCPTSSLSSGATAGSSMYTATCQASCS
GLP1R cytotox: cytotoxicity counter-screen for GLP-1 receptor inverse agonists; HEK293 cAMP-luciferase reporter cells, luminescence, 24 h; Potency, µM (highest dose often 38.3 µM), for inactives: at the highest dose activity change, negative = inhibition, actives largely listed as inhibitors; actives 0.13% (n = 410,000); AID 624418;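 also: loss of luciferase light is scored as toxicity; % is scaled to controls: 0 for no effect and ±100 for the full control effect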
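Seeding density was 200 cells/uL; after overnight-length (12 h) culture, 23 nL compounds went on for 24 h at 37 °C. Readout used a luciferase detection reagent, luminescence taken after 12 min at room temperature.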
SW480 rerep: induces DNA re-replication in SW480 colon adenocarcinoma cells; actives 1.8% (n = 340,000); SW480 DNA re-replication, Hoechst DNA content imaging, 48 h; Potency, µM (doses to about 46.1 µM), for inactives: at the highest dose re-replication activation, actives largely listed as activators; AID 624297; also: % of control where 0% means no effect; nearly all actives have a fitted effect of over 55% in size
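DNA re-replication was detected as more nuclei of elevated Hoechst intensity after 48 hr exposure to compound (23 nL pinned per well of 250 cells).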
HT1080NT lethal: kills 2HG-producing HT-1080-NT fibrosarcoma cells; AID 686970; actives 1.6% (n = 360,000); Potency, µM (highest dose often 46.1 µM), inactives show top-dose activity, negative = less viability, usual class: cytotoxic; HT-1080-NT fibrosarcoma viability, CellTiter-Glo ATP luminescence, 48 h;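 also: NT is the 2HG producing partner of a matched IDH1 knockdown line; 0% = DMSO-treated cells and -100% = media-only wells without cells; nearly all actives have a fitted effect of over 55% in size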
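Viability by CellTiter-Glo luminescence after 48 h compound exposure at 37C of HT-1080-NT cells (750/well, RPMI, 5% FBS). % activity scaled between DMSO wells and medium-only wells, then curve-fitted and categorized by curve class.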
GLP-1R inv ag: acts as inverse agonist at human GLP-1 receptor; P43220; HEK293 GLP-1R CRE-luciferase, luminescence, 24 h; GLP-1R form is constitutively active; Potency, µM (titrated, usually from 38.3 µM), for inactives: at the top dose activity change, negative = inhibition, actives largely listed as inhibitors; actives 1.6% (n = 410,000); also: % is scaled to controls: 0 for no effect and ±100 for the full control effect; nearly all actives have a fitted effect of over 55% in size
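GLP-1R inverse agonism mode: basal reporter luminescence in engineered HEK293 cells measured after one day of compound exposure at 37 deg C, with a 12 min room-temperature detection step.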
KB-V1 MDR tox: kills drug-selected multidrug resistant KB-V1 cells; Potency, µM (series often up to 46.1 µM), inactives show at the highest dose activity change, negative = cytotoxicity, actives largely listed as cytotoxic; AID 1347076; actives 3.4% (n = 400,000); KB-V1 MDR cells viability, CellTiter-Glo, 72 h; also: % is scaled to controls: 0 for no effect and ±100 for the full control effect; nearly all actives have a fitted effect of over 60% in size
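Following 72 h at 37 degrees C with compound, KB-V1 cell viability was read by CellTiter-Glo luminescence, medium being phenol-red-free DMEM plus 10% FBS; concentration-response parameters came from normalized, curve-fitted qHTS data.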
Numbers without * were called inactive; ? = inconclusive; · = not tested or not shown; & = joins results of further samples; [ ] = another dose, or the depositor's remark. Calls follow the shape of the dose curve; as a rule, active = well fitted curve in the direction sought with a large enough effect; inconclusive = small, poorly fitted or top-dose-only effect, or another doubt; inactive = no such curve, though single readings can be large; an effect the other way counts as inactive or inconclusive. Potency is read from the fitted curve at half-maximal effect.

SMILES | HT1080 IDH1KD tx | KB-3-1 cytotox | TDP43 rescue | GLP1R ag | GLP1R cytotox | SW480 rerep | HT1080NT lethal | GLP-1R inv ag | KB-V1 MDR tox
CC(=O)Nc1ccc(S(=O)(=O)N2CCN(C(=O)c3ncoc3-c3ccccc3)CC2)cc1 | -2% | -3% | -14% | 4% | 17% | 3% | 1% | 5% | -24%
O=S(=O)(Nc1nnc(C(F)(F)F)s1)c1ccc(Cl)cc1 | 0% | 14% | 5% | -1% | 3% | 8% | 0% | ? | -1%
CC(C)(C)S(=O)(=O)c1c(C(=O)O)cccc1C(=O)O | 5% | -4% | 4% | -6% | -3% | -10% | 12% | 2% | -4%
COc1cccc(NC(=S)N(Cc2ccco2)C(C)c2ccco2)c1 (configuration not stated) | -1% | 2% | 0% | 7% | 3% | -4% | 2% | ? | 0%
Cc1ccc(NC(=O)COC(=O)c2ccc3c(c2)OCCO3)cc1 | 1% | 6% | 21% | 7% | 0% | -15% | 3%[9.24 µM] | -7% | ?
COc1cccc(NC(=S)NCc2cccnc2)c1 | 15% | -2% | 7% | 3% | 25% | 7% | 15% | 5% | 9%
O=C(Cc1ccc([N+](=O)[O-])cc1)OCc1c(F)cccc1Cl | 10% | -1% | ? | 2% | 8% | -9% | 3% | ? | -12%
CCOC(=O)CNC(=O)N1CCCC(N(C)CCc2ccccc2)C1 (configuration not stated) | 10% | -4% | -1% | 12% | -8% | ? | -3% | 12% | 0%
O=C(NCc1ccccc1)c1cccc(NC(=O)C2CCCC2)c1 | 1% | 0% | 13% | 10% | -2% | 0% | 2% | -8% | 0%
Cc1cc(C)n2nc(C(=O)N3CCN(c4ccc([N+](=O)[O-])cc4)CC3)nc2n1 | -2% | -15% | -10% | 0% | -41% | ? | -5% | 3% | 5%
O=C(O)C(c1ccccc1)C(c1ccccc1)c1ccccc1 (configuration not stated) | 0% | -1% | -9%[0.397 µM] | 0% | -7% | -6% | -5% | -13% | 0%
Cc1nnc(NC(=O)c2ccc(S(=O)(=O)N(C)c3ccccc3)cc2)s1 | -24% | · | -4% | 8% | -2% | 0% | -6% | 10% | ·
CCn1c(SCC(=O)N/N=C/c2cc(OC)c(O)c(OC)c2)nc2ccccc21 | 1% | 6% | -2% | 12% | -2% | -34%[inhibitor] | 7% | 19% | 1%
Cc1ccc(S(=O)(=O)N2C[C@H]3n4c(=O)ccc(=O)n4C[C@H](OC(=O)NCc4ccco4)[C@@]3(O)C2)cc1 | -16% | -14% | ? | -5% | 2% | · | -9% | ? | ?
COc1ccc(CCNC(C(=O)Nc2cc(C)cc(C)c2)c2ccccc2)cc1 (configuration not stated) | 5% | -2% | 2% | 1% | ? | ? | -10% | ? | -13%
CC(C)CNS(=O)(=O)c1ccc(CCC(=O)N2CCCC2)cc1 | 12% | 1% | -6% | -3% | 0% | -1% | 19% | 5% | -7%
Cc1ccc2nc(N3CCN(c4ccccc4F)CC3)c(C=O)c(=O)n2c1 | 0% | -5% | 16µM* | 2% | 0% | -13% | 0% | 33%[activator] | -4%
CCOc1cc(/C=N\NC(=O)OC)ccc1OC(=O)c1ccco1 | 6% | -1% | 2% | 12% | 0% | -8% | 6% | 26% | 14%
CCCNC(=O)c1cc(C2CCCCN2S(C)(=O)=O)on1 (configuration not stated) | 16% | 0% | -13% | 6% | -6% | · | 5% | 9% | 0%
COc1ccc(NC(=O)c2cc(C)nc3ccccc23)cc1S(=O)(=O)N1CCOCC1 | -9% | -2% | -4% | 2% | 1% | -4% | 0% | 10% | ?
O=C(CCc1ccc(S(=O)(=O)N2CCOCC2)cc1)N/N=C/c1ccc(F)cc1F | 0% | 9% | -30%[9.22 µM] | 7% | 15% | 4% | -3% | -2% | ?
CCCNC(=O)C1(C)CCCN(Cc2ccc(-c3ccccn3)cc2)C1 (configuration not stated) | 19% | 0% | 17% | 3% | 9% | · | -2% | -21% | 3%
CCc1ccc2c(c1)C(c1ccc(N3CCOCC3)cc1)=NNC(c1ccncc1)=N2 | -12% | -20% | -17% | -1% | -16% | ? | -17% | ? | 0%
O=C(Cc1ccccc1)c1ccccn1 | 17% | 12% | 18% | -3% | -5% | -2% | 5% | 3% | 0%
CN1CCN(Cc2nc3ccccc3c(=O)n2Cc2nc(-c3cccc([N+](=O)[O-])c3)cs2)CC1 | 23µM* | -7% | 3% | 27% | ? | -6% | 15µM* | 32%[activator] | 4%

The list goes on; the last 5 above are carried over.
SMILES | HT1080 IDH1KD tx | KB-3-1 cytotox | TDP43 rescue | GLP1R ag | GLP1R cytotox | SW480 rerep | HT1080NT lethal | GLP-1R inv ag | KB-V1 MDR tox
O=C(CCc1ccc(S(=O)(=O)N2CCOCC2)cc1)N/N=C/c1ccc(F)cc1F | 0% | 9% | -30%[9.22 µM] | 7% | 15% | 4% | -3% | -2% | ?
CCCNC(=O)C1(C)CCCN(Cc2ccc(-c3ccccn3)cc2)C1 (configuration not stated) | 19% | 0% | 17% | 3% | 9% | · | -2% | -21% | 3%
CCc1ccc2c(c1)C(c1ccc(N3CCOCC3)cc1)=NNC(c1ccncc1)=N2 | -12% | -20% | -17% | -1% | -16% | ? | -17% | ? | 0%
O=C(Cc1ccccc1)c1ccccn1 | 17% | 12% | 18% | -3% | -5% | -2% | 5% | 3% | 0%
CN1CCN(Cc2nc3ccccc3c(=O)n2Cc2nc(-c3cccc([N+](=O)[O-])c3)cs2)CC1 | 23µM* | -7% | 3% | 27% | ? | -6% | 15µM* | 32%[activator] | 4%
Cn1c2ccccc2c(=O)c2c(=O)n(Cc3ccccc3)c(-c3ccc(F)cc3)nc21 | 12% | -5% | -28% | 1% | -3% | -3% | 20% | 13% | -2%
O=C(Nc1ccc2oc(-c3ccncc3)nc2c1)c1ccccc1 | 19% | 19% | 0% | -12% | 5%[0.307 µM] | 0% | 25% | 2%[0.307 µM] | -4%
C/C(N)=C(/C#N)C(=O)COC(=O)c1cc(S(=O)(=O)N2CCCCC2)ccc1C | -13% | -2% | 8% | 19% | -10% | -8% | -6% | -4% | -10%
COc1ccccc1C(=O)NCCc1c(C)[nH]c2c(C)ccc(F)c12 | 8% | 11% | 20% | 5% | 5% | -34%[inhibitor] | 14% | -4% | 19%
CC(C)N=Cc1c(O)[nH]c2ccccc12 | 4% | 7% | -4% | -13% | -5% | -5% | 21% | -4% | 19%
Cc1cc(N2CCC(C)CC2)nc(-c2ccccc2O)n1 | -1% | -27% | ? | 8% | 32%[activator] | -7% | -2% | ? | -17%
COc1ccc(N2CCCC2)c(NC(=O)c2ccc(Br)o2)c1 | 5% | 3% | -6% | 28% | 5% | 4% | 4% | -15% | -24%
O=C(Nc1ccc(F)cc1)C1CCCN(C2=NS(=O)(=O)c3ccccc32)C1 (configuration not stated) | 2% | -1% | 16% | 0% | -3% | 1% | 3% | -11% | 0%
COc1ccc(NC(=O)C2CCCN(S(=O)(=O)c3c(C)[nH]c(=O)[nH]c3=O)C2)cc1OC (configuration not stated) | 0% | -5%&9% | -15%&13% | 1%&0% | 1%&4% | -2% | 19% | -16%&-9% | ?
CCOc1ccccc1NC(=O)CCS(=O)(=O)c1ccc(Br)cc1 | 9% | 26% | 15% | 10% | -10% | -1% | 10% | -18% | -16%
O=C(N[C@H]1C/C=C\C[C@@H](CC(=O)N(CCO)Cc2ccccc2)C(=O)NC[C@H](c2ccccc2)OC1=O)OCC1c2ccccc2-c2ccccc21 | ? | ? | 1% | -4% | -45% | 5% | 23µM* | ? | 13%
O=C(NC1CCCCCC1)C1CCN(S(=O)(=O)c2cccc3cccnc23)CC1 | 10% | -7% | ? | 3% | -3% | 2% | 0% | 12% | -4%
COc1ccc2c(c1)C(C)=CC(C)(C)N2S(=O)(=O)c1ccc(C)cc1 | 0.92µM* | 2.1µM* | 14%[9.22 µM] | 14% | ? | 13µM* | 0.92µM* | ? | 2.6µM*
COc1cc2c(cc1NC(=O)COC(=O)CNS(=O)(=O)c1ccc(C)cc1)oc1ccccc12 | 3% | 10% | 16% | 0% | -23% | -6% | -3% | 8% | 14%
COCc1cc(=O)[nH]c(SCCS(=O)(=O)c2ccc(Cl)cc2Cl)n1 | -6% | ? | 6.3µM* | -3% | -18% | 16% | -2% | ? | ?
Cc1n[nH]c(C)c1N1C(=O)c2cccc3c(N4CCCCCC4)ccc(c23)C1=O | -19% | -21% | 31% | 12% | 239%[activator] | 16% | -14% | 138%[activator] | 21µM*
CCN(CC)C(=O)c1sc(NC(=O)c2cccnc2)c(C(=O)OC)c1C | 7% | -1% | 5% | -5% | 5% | -5% | 5% | 0% | -1%
COc1cccc(C(C)(O)c2nc(-c3cccc(C#N)c3)cs2)c1 (configuration not stated) | -14% | -4% | ? | 1% | 1% | · | -27% | ? | ?
Cn1c(=O)c2c(nc(NCCNC(=O)c3ccco3)n2Cc2ccccc2)n(C)c1=O | -17% | -14% | 17% | 12% | -5% | 0% | -16% | 10% | -6%
Cc1ccc(C(=O)N/N=C/c2sc(=O)n(Cc3cccc(C(=O)O)c3)c2Cl)cc1 | 11% | 13% | 5% | -12% | -1% | 2% | 16% | 4% | 1%
COc1ccc(-c2noc(CC(=O)Nc3ccc(C)c(F)c3)n2)cc1 | · | 16% | 11% | · | -10% | · | · | -5% | 0%
CCOc1ccc(S(=O)(=O)N2CCCCC2)cc1NC(=O)CC1OC(=O)c2ccccc21 (configuration not stated) | 0% | -2% | 0% | 0% | -19% | -1% | -8% | 6% | -22%
Cc1cc(-c2ccccc2)nc(N/N=C/c2ccc([N+](=O)[O-])cc2)n1 | -9% | 10% | ? | -11% | ? | -84%[inhibitor] | -9% | ? | 23µM*

High-throughput results deposited in PubChem by National Center for Advancing Translational Sciences (NCATS).
